# Xi reactivation = activators of X-chromosome reactivation in mouse fibroblasts; AID 743238; activation, % at 7.58 µM; XiGFP mouse fibroblasts, % GFP-positive cells imaging, 3 d; cells co-treated with 5-aza-dC sensitizer; scaled so ellipticine positive control = 100%; 360,000 tested, 0.055% active;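 active = mean normalized replicate activation at least 10% and every replicate at or above 10%; inconclusive = only one of the two criteria met; inactive = mean below 10% and not all replicates reach 10%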;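 note: 0% = median of on-plate neutral control wells and 100% = ellipticine 6 µM median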
#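 Material: XiGFP fibroblasts, SV40-immortalized; Buffer or medium: DMEM containing 5-aza-dC; Compound dosing: single point; Times: 3 days compound exposure.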
# CASP6 VEID inh = blocks human caspase-6 cleavage activity; purified caspase-6, Z-VEID-R110 cleavage fluorescence; inhibition, % at 12.5 µM; AID 686996; 350,000 tested, 0.53% active; P55212;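 active = mean inhibition across replicates at least about 35%, with every replicate also reaching that limit, limit read from the data; inconclusive = only one of the two criteria met; inactive = neither criterion met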;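 note: 0% = median of neutral control wells and 100% = no fluorescence left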
# Target sequence (P55212 24-179 limits assumed): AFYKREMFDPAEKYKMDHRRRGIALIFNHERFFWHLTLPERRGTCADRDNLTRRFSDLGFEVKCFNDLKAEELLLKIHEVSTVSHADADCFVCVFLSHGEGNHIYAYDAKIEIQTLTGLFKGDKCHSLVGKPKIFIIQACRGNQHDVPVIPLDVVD
# Target sequence (P55212 194-293 limits assumed): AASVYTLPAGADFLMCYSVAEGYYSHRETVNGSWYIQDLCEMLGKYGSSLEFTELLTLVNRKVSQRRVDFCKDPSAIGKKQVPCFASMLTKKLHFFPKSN
# RAD52 inh = blocks human RAD52 DNA annealing; P43351; recombinant RAD52 DNA annealing, FRET fluorescence; inhibition, % at 18.7 µM; 360,000 tested, 0.46% active; AID 651710;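 active = every replicate showing at least 50% inhibition; inconclusive = mean inhibition at least 50% but not in every replicate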
# CFTR F508del cor = CFTR F508del correction in bronchial cells; AID 720511; 350,000 tested, 0.36% active; CFBE cells, YFP halide quenching; stimulated with forskolin plus potentiator P3; % fluorescence drop versus neutral controls; activity (quench increase), % at 7.58 µM;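 active = mean added fluorescence quench of at least 8% versus neutral control, with both replicates also reaching 8%; inconclusive = only one of the mean or replicate conditions met; inactive = mean below 8% and not both replicates reaching 8%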;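 note: cells transiently co-express mutant CFTR-F508del with the halide-sensitive YFP; corrector assay measuring rescue of mutant channel to the surface after 24 h compound exposure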
# E-sel inducer = E-selectin induction on HUVECs; 260,000 tested, 0.37% active; HUVEC E-selectin immunofluorescence imaging; normalized: neutral wells 0, TNF-alpha wells 100; AID 686992; activation, % at 7.58 µM;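 active = mean E-selectin-positive cell signal at least 10% of the positive control, reached in at least 60% of replicates, without over 20% cell loss; inconclusive = no rule given, readout overlaps actives, possibly toxicity-flagged; inactive = the rest, including those meeting only one limit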;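 note: in these data hits start at about 27%; measured in HUVEC primary endothelial cells; signal is the percent of cells scored E-selectin positive by PE staining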
#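 assay system = HUVEC, human umbilical vein endothelial cells | input = 3,000 HUVEC seeded per well | medium = EGM-2 growth medium on 0.1% gelatin-coated wells | dosing = one compound dose added by pin transfer | signal = immunofluorescence imaging | read-out basis = % PE-positive cells | control set = TNF-alpha, DMSO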
# DENV2 CPE = inhibitors of DENV2 cytopathic effect | CPE inhibition, % at 9.99 µM | 350,000 tested, 1.7% active | DENV2-infected cells, cytopathic effect rescue, plate reader | AID 651640; in the data active = CPE inhibition above about 20%, passing the limit was not always enough; inconclusive = no clear call, values can overlap the other calls; tested in BHK-21 cells;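 note: 0% = median of neutral control wells and 100% = median of positive control wells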
# RAD54 branch = blocks human RAD54 Holliday junction branch migration | Q92698 | FAM/BHQ fluorescence | inhibition, % at 10.4 µM | 360,000 tested, 0.14% active | AID 602329;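 active = mean normalized replicate activity at least 40 and at least half of replicates scoring 40 or more; inconclusive = only one of the two criteria met; inactive = mean below 40 and under half of replicates reaching 40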;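 note: 0% = median of neutral control wells and 100% = median of positive control wells; inhibitors cause a drop in the FAM fluorescence signal; in these data hits start at about 50%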
# Target sequence (Q92698 whole entry, looked up): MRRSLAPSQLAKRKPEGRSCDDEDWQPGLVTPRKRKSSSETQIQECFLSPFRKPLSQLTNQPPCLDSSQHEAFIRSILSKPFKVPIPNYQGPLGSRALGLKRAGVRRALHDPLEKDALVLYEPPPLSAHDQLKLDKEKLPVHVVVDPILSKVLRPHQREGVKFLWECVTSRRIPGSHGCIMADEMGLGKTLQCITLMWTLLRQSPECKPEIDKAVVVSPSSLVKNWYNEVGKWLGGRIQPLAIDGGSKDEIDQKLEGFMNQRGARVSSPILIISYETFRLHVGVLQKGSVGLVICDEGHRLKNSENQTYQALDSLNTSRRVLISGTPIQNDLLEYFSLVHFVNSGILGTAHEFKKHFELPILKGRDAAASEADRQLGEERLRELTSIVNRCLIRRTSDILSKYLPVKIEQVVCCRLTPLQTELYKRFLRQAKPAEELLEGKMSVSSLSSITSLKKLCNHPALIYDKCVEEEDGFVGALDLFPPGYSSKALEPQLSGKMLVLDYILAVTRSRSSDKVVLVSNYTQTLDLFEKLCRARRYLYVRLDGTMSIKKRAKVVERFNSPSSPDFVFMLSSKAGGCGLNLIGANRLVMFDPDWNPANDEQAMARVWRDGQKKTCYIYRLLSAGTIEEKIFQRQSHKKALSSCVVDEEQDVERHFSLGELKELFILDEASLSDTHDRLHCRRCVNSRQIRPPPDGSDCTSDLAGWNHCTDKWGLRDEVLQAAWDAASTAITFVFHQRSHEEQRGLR
# INS-1E GSIS act = GLuc luminescence reporter in INS-1E cells, primary screen for activators of glucose-dependent secretion of insulin. INS-1E GLuc reporter insulin secretion, 2-3 h. activation, % at 16.6 µM. 370,000 tested, 0.61% active. AID 743287;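 active = lowest replicate activation of at least 40%, so every replicate reaches that level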;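 note: 0% = median of neutral control wells and 100% = median of IBMX positive control wells; some compounds called inactive have numbers as strong as hits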
# An asterisk follows results filed as active; ? = inconclusive; · = no result given; & = joins results of further samples. No enrichment for hits (roughly 3.7% active in at least one column).
SMILES,Xi reactivation,CASP6 VEID inh,RAD52 inh,CFTR F508del cor,E-sel inducer,DENV2 CPE,RAD54 branch,INS-1E GSIS act
COCCCN1C(=O)C(CC(=O)NCCN2CCOCC2)CC(C(=O)N2CCOCC2)=C1C (stereo not given),-0.2,5,-14,-1.7,-0.2,-3,·,8
C[C@@H]1CN([C@H](C)CO)C(=O)CCCn2cc(nn2)CO[C@H]1CN(C)Cc1cccc(C(=O)O)c1,0.6,0,7,-0.2,-0.2,16,-6,-5
CCN(C(=O)COC(=O)c1ccc(Br)o1)C1CCCCC1,0.0,0,-9,-1.2,·,?,2,22
COc1cc(NC(=O)Nc2cccc(Cl)c2)c(C(=O)O)cc1OC,0.1,4,-12,0.6,·,1,-6,22
COc1ccc(OCC(O)Cn2c(N3CCCCC3)nc3c2c(=O)[nH]c(=O)n3C)cc1 (stereo not given),0.0,6,-15,1.9,·,3,-9,·
CC(NC(=O)c1ccccc1[N+](=O)[O-])C1CC2CCC1C2 (stereo not given),0.0,0,5,0.6,·,3,2,-9
C[C@H](N)C(=O)OCc1ccc([N+](=O)[O-])cc1,0.0,-2,-16,-1.9,0.0,-6,2,6
CC(C)C[C@H]1CNC(=S)N1C[C@H]1CCCN1C[C@H](Cc1ccc(O)cc1)N1C[C@H](CC(C)C)N(CC2CCCCCC2)C1=S,-0.1,-3,-2,-1.6,0.1,-11,0,-6
COc1ccccc1CNC(=O)COC(=O)CCC(=O)c1cccs1,-0.1,·,-2,-3.4,0.2,-4,-13,3
CN(C(=O)c1ccc(NC(=O)C2CCCN(C(=O)OC(C)(C)C)C2)cc1)C1CCCCC1 (stereo not given),0.1,-3,-11,1.2,-0.1,4,-10,-30
O=C(NCc1ccc(Br)cc1)OC1CC2CC1[C@H]1CCCCN1C2=O (stereo not given in full),0.0,2,2,0.3,0.0,-7,·,0
C/C=C/c1cnc2c(c1)C(=O)N([C@H](C)CO)C[C@H](C)[C@@H](CN(C)S(=O)(=O)c1ccc(F)cc1)O2,0.0,-1,3,-0.8,-0.2,-4,2,-21
N#CC(=C=[N-])c1nc2ccccc2nc1-[n+]1ccccc1,0.1,-5,-27,1.0,·,-2,·,2
CCOC(=O)C1=C(c2ccccc2)NC(=O)NC1c1ccc(O)c(Cl)c1 (stereo not given),0.0,3,-7,3.0,·,5,7,-1
COc1ccc(S(=O)(=O)N(C)CC(=O)Nc2ccc(F)cc2)cc1,·,-1,2,0.0,·,-1,-1,2
CN(C)CCNc1oc(-c2ccccc2F)nc1C#N,0.2,-5,-7,0.1,·,-8,8,11
CN(C)C(=O)[C@@H]1[C@@H](CO)[C@@H]2Cn3c(ccc(-c4ccccc4)c3=O)[C@@H]2N1CCC(F)(F)F,0.3,0,15,·,-0.1,3,3,21
Cc1cc(/C=C2\SC(=S)N(C)C2=O)c(C)n1-c1cccc(O)c1,-0.2,-4,-29,-1.3,·,-4,·,-24
Cc1ccc(NC(=O)C(=O)c2ccc(C)cc2)cc1,0.0,-1,-16,-0.6,0.2,1,-6,-2
COc1ccccc1NC(=O)c1ccc2c(c1)N(CC(=O)NC(C)C)C(=O)C(C)(C)O2,0.0,-2,-11,2.4,0.2,-4,10,5
CCOC(=O)c1[nH]c(C)c(C(=O)Nc2ccc(C)c(F)c2)c1C,·,1,-17,2.3,·,-2,·,·
Cc1ccc(Sc2c([N+](=O)[O-])c(=O)n(C)c3ccccc23)cc1,0.1,-1,-14,-16,·,9,-14,8
CO[C@@H]1CN(C)C(=O)c2cc(NC(=O)NC3CCCCC3)ccc2OC[C@@H](C)N(C)C[C@H]1C,0.2,0,-5,-1.7,-0.1,2,-3,11
CC1(C(=O)Nc2ccc(Cl)cc2)Cc2c(-c3cccc(C(N)=O)c3)ccnc2O1 (stereo not given),0.3,4,-4,-0.8,0.3,-4,5,-22
CC(=O)c1c(C)n(CCc2ccc(Cl)cc2)c2ccc(O)cc12,0.0,-1,-15,-0.2,·,-2,3,3

# In the list so far, these contain a cyano group.
SMILES,Xi reactivation,CASP6 VEID inh,RAD52 inh,CFTR F508del cor,E-sel inducer,DENV2 CPE,RAD54 branch,INS-1E GSIS act
N#CC(=C=[N-])c1nc2ccccc2nc1-[n+]1ccccc1,0.1,-5,-27,1.0,·,-2,·,2
CN(C)CCNc1oc(-c2ccccc2F)nc1C#N,0.2,-5,-7,0.1,·,-8,8,11

# (next part)
SMILES,Xi reactivation,CASP6 VEID inh,RAD52 inh,CFTR F508del cor,E-sel inducer,DENV2 CPE,RAD54 branch,INS-1E GSIS act
COc1ccc(NC(=O)c2cccc3c(-c4cccnc4)coc23)cc1,0.1,3,-21,-6.5,0.0,-4,7,20
CN(CCNC(=O)C1CCCN(c2ncnc3c2nc2n3CCCCC2)C1)Cc1ccccc1 (stereo not given),0.2,0,-3,3.0,·,14,12,29
C/C(Cn1nnc([N+](=O)[O-])n1)=N\NC(=O)c1ccccc1,·,1,-11,0.4,·,6,-3,-26
O=C(COC(=O)/C=C/c1ccccc1)Nc1nnc(-c2ccccc2)o1,0.0,0,-16,2.7,·,-4,4,3
FC(F)(F)c1nc(SCc2ccccc2)n[nH]1,0.0,0,-6,1.3,2.0,0,4,-2
C[C@@H]1CN([C@H](C)CO)C(=O)c2cccc(NC(=O)NC3CCCCC3)c2O[C@@H]1CN(C)C(=O)Nc1ccc2c(c1)OCO2,-1.0,2,3,-1.8,0.1,6,-5,-6
CC(C)NC(=O)Nc1ccc2c(c1)CC(=O)N([C@H](C)CO)C[C@@H](C)[C@@H](CN(C)Cc1ccc3c(c1)OCO3)O2,0.2,-2,1,0.2,26,1,2,5
O=C(c1ccc(S(=O)(=O)c2ccc(Cl)cc2)cc1)N1CCOCC1,?,3,-15,-5.2,·,2,·,-1
Cc1ccc(S(=O)(=O)c2c(CO)c(-c3ccccc3)nn2C)cc1,0.0,6,-11,0.1,·,3,·,-14
C[C@H]1CN([C@@H](C)CO)S(=O)(=O)c2ccc(/C=C/c3ccccc3)cc2O[C@H]1CN(C)Cc1cccnc1,0.4,1,9,4.5,-0.1,-5,·,-35
COc1cc(CN2C[C@@H](CO)O[C@@H](n3cnc4c(N5CCN(C)CC5)ncnc43)C2)cc(OC)c1OC,0.1,-2,-1,-1.6,-0.1,-15,7,-3
CC(=O)C1=CCC(c2ccc(C)cc2)N(S(=O)(=O)c2ccc(C)cc2)C1 (stereo not given),0.0,1,-19,3.8,0.9,2,4,·
C[C@@H]1CN([C@@H](C)CO)C(=O)c2cc(NC(=O)CCC(F)(F)F)ccc2O[C@H]1CN(C)Cc1ccc(C(=O)O)cc1,-0.2,-1,1,-3.6,·,11,0,29
COc1ccc(-c2nc3cc(C)ccn3c2NC2CCCCC2)cc1SC1CCCCC1,0.1&4.8,-8&-1,-359&-72,0.0&-4.0,5.1&0.5,-7&-5,-19,-27&-1
Cn1c(NCCN2CCCC2)nc2cc(-c3ccsc3)sc2c1=O,0.4,-18,-18,0.9,-0.2,8,58*,0
COc1ccc(-c2cnc3c(c2)C(=O)N([C@@H](C)CO)C[C@@H](C)[C@H](CN(C)C(=O)Cc2ccncc2)O3)cc1,1.0,0,3,-0.5,0.0,-7,-2,-16
O=C(O)c1c2c(nc3ccccc13)/C(=C/c1ccc(OC(F)F)cc1)CCC2,0.0,10,-6,1.2,·,1,2,7
Cc1ccc(S(=O)(=O)C[C@@H]2OC[C@H](C)N2S(=O)(=O)c2ccc(C)cc2)cc1,·,-1,-7,3.0,1.6,-3,·,-5
CCC1SC(C)C/C(=N/NC(N)=O)C1C (stereo not given),-0.1,2,-6,0.1,0.1,0,-9,-6
COc1cc2ccc(=O)oc2cc1O,·,-3,-12,-2.4,·,-11,1,16
N#C/C(=C/c1ccc(F)cc1)S(=O)(=O)c1ccccc1,-0.1,1,-9,0.2,0.4,9,-5,0
Cc1nnc(SCC(=O)NC(C)(C)C)n1NCc1ccc(N(C)C)cc1,0.0,-3,-9,0.3,·,3,-7,-3
CCOC(=O)CSc1nn(-c2ccccc2)c(=S)s1,0.0,2,-7,1.3,·,0,·,14
COc1cc(NC(=O)C2=C(N3CCOCC3)/C(=C\c3ccc(Br)cc3)CC2)cc(OC)c1OC,0.1,·,·,·,0.3,·,-7,-24
O=C(c1cc2cc(Cl)ccc2[nH]1)N1CCN(c2ccccn2)CC1,-0.1,-3,-7,-2.0,·,3,1,9

# (more compounds)
SMILES,Xi reactivation,CASP6 VEID inh,RAD52 inh,CFTR F508del cor,E-sel inducer,DENV2 CPE,RAD54 branch,INS-1E GSIS act
Cc1noc(C)c1COc1ccc(C(=O)N2CCC(C(N)=O)CC2)cc1,0.0,5,5,0.7,-0.8,4,-3,1
CCOc1ccccc1NC(=O)CCNS(=O)(=O)c1cccc2nsnc12,0.4,2,-5,-2.1,0.2,-3,1,22
CCC(=O)Nc1cccc(C2=NOC3(C2)C[C@@H](C(N)=O)N(C(=O)CC)C3)c1 (stereo not given in full),0.0,1,-83,-0.1,0.1,15,-1,-8
CC(C)CC#Cc1ccc2c(c1)O[C@H](CN(C)C(=O)C1CC1)[C@@H](C)CN([C@@H](C)CO)S2(=O)=O,-0.3,·,·,-2.6,1.3,·,·,-16
CCOC(=O)N1CCC(=NNC(=O)COc2cccc(C)c2)CC1,0.1,2,15,·,·,-5,·,·
O=P(OCC1CCCO1)(OCC1CCCO1)OCC1CCCO1 (stereo not given),0.3,-2,-10,2.6,-0.1,-1,·,16
Cc1ccccc1CNC(=O)c1csc([C@H]2C[C@H](O)[C@@H](CO)O2)n1,0.0,0,-4,2.3,-0.3,-6,4,13
C[C@@H]1CN([C@@H](C)CO)C(=O)c2ccccc2-c2ccccc2CO[C@H]1CN(C)C(=O)N[C@H](C)c1ccccc1,0.4,2,-6,1.2,-1.4,2,0,-1
Cc1cc(C)nc(SCC(=O)c2ccc(O)c(O)c2)n1,0.7,30,-14,-1.1,0.0,-13,0,11
O=C(NCc1cccnc1)c1ccccc1NS(=O)(=O)c1ccc(Br)cc1,0.0,-1,2,-0.7,1.4,-3,1,·
CCOC(=O)[C@]12CCCC=C1N(CCc1ccc(OC)c(OC)c1)C(=O)[C@H](CC(=O)NCCc1ccccc1OC)C2,0.1,-2,-7,0.5,2.7,0,·,-37
COc1ccccc1CNc1ncnc2c1cnn2-c1ccccc1,0.0,-1,9,1.2,-1.5,-4,-4,-12
O=c1[nH]c(=O)c2ccccc2o1,1.5,1,12,-1.6,·,-2,·,-22
C=CCOc1cccc(/C=C2\C(=O)N(Cc3ccc(C)cc3)C(C)=C2C(=O)OC)c1,0.1,-3,-71,-1.9,·,-3,·,-5
COc1ccc(NS(=O)(=O)c2c(C)[nH]c(C)c2C(=O)N2CCCCC2)cc1Cl,0.0,0,-5,-1.7,·,0,7,-21
CCOC(=O)c1c(C)[nH]c(C)c1S(=O)(=O)NC(C)Cc1ccco1 (stereo not given),0.0,3,-15,-4.2,8.1,4,2,8
COc1ccc(NC(=O)N(C)C[C@H]2Oc3ccc(NC(=O)Nc4ccc5c(c4)OCO5)cc3C(=O)N([C@@H](C)CO)C[C@@H]2C)cc1,-1.3,0,-17,0.9,-0.2,6,-9,18
Cc1ccc(-c2cn(C[C@H]3CC[C@@H]([C@@H]4CC[C@H](Cn5cc(-c6ccc(C)cc6)nn5)O4)O3)nn2)cc1,0.0,-2,-3,-1.2,0.0,8,4,3
